# High-throughput results (PubChem BioAssay)
# GALK inhibitor – galactokinase (human) inhibition. Purified GALK, Kinase-Glo residual ATP luminescence. Potency, µM (doses to about 57.5 µM), without a hit: top-dose activity change, negative = inhibition, most hits filed as inhibitors. AID 1868. 0.007% of 270,000 active. P51570; also: potency is read from the fitted curve at half-maximal effect; % is scaled to controls: 0 for no effect and ±100 for the full control effect
#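 Galactose (100 uM) and ATP (35 uM) were turned over by 5 nM GALK for 1 h at RT. Kinase-Glo Plus then converted the remaining ATP into a luminescent signal.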
# TRPV1 agonist – activates the human vanilloid receptor TRPV1; activation, % at 8.33 µM; TRPV1-expressing cells, Fluo-8 calcium influx, agonist mode; 0.19% of 320,000 active; in the data active = activation above about 80%; inconclusive = between about 30% and that limit; also: 0% is about no effect
# Target sequence (Q8NER1 whole entry, looked up): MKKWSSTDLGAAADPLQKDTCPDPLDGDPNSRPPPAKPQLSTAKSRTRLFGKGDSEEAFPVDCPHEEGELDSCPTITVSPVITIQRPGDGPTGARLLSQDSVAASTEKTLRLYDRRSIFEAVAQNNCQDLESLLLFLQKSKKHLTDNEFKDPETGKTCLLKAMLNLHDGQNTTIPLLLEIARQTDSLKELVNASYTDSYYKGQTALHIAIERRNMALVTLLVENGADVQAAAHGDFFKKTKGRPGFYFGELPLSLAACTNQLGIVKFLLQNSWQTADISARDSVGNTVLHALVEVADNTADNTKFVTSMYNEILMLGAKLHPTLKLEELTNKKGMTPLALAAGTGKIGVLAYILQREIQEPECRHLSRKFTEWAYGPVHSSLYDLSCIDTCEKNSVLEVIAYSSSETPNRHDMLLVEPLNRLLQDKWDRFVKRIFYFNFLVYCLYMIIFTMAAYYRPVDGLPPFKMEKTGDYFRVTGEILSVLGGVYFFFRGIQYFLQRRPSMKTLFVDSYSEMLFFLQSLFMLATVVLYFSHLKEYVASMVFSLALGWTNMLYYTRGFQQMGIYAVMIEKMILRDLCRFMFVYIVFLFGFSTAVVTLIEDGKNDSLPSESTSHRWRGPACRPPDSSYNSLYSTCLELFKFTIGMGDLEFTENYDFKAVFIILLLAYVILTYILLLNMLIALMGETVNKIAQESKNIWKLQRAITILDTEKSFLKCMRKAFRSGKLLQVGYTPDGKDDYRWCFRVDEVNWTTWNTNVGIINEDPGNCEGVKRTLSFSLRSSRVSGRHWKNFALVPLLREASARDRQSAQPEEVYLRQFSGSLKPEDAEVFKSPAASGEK
#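 Cells expressing TRPV1 were dye-loaded with Fluo-8 and read kinetically: 10 s baseline, 3 min after compound (agonist portion), then 2 min after EC20 capsaicin (allosteric enhancer portion). Calcium-bound dye fluorescence at 480/520 nm.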
# ASM inhibitor – inhibitors of human secretory acid sphingomyelinase | P17405 | placental ASM, HMU-PC fluorogenic substrate, 60 min | Potency, µM (doses to about 57.5 µM), inactives show top-dose activity change, negative = inhibition, actives largely listed as inhibitors | 0.006% of 340,000 active | AID 504937; also: potency is read from the fitted curve at half-maximal effect
#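 Fluorescence read-out (Ex 386 nm, Em 447 nm) after stopping the reaction at pH 10. Enzyme: ASM from human placenta; substrate HMU-PC0, 9 uM final; 60 min, 37 °C. Compound preincubation 10 min, ambient temperature.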
# Integrin act MD – activators of alpha7 integrin expression for muscular dystrophy; alpha7betagal myoblasts, beta-gal FDG fluorescence, 48 h; Potency, µM (titrated, usually from 38.3 µM), for inactives: at the top dose activation, hits mostly activators; 0.064% of 350,000 active;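 also: potency is read from the fitted curve at half-maximal effect; 100% = response of the positive control SU9516; nearly all actives have a fitted effect of over 60% in size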
#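 Alpha7betagal+/- myoblasts (passage 13) were plated 16-24 hr, then exposed to compounds (1:260 dilution of DMSO stock) for 48 hours at 37C. After MPER lysis, β-galactosidase reporter activity was read as FDG fluorescence (ex 480/em 540) after 30 minutes.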
# MLL CXXC-DNA inh – MLL CXXC-DNA interaction inhibition; MLL-CXXC / FITC-HOXA9 DNA fluorescence polarization; Q03164; 0.037% of 290,000 active; Potency, µM (top dose mostly 115 µM), without a hit: at the top dose activity change, negative = inhibition, most hits filed as inhibitors; active = well fitted inhibition curve with a large enough effect in the polarisation, with a control signal flat, not every such curve was filed as active; inconclusive = small, poorly fitted or top-dose-only effect, or effect the other way, or a change in a side signal; inactive = no such curve, though single readings can be large or run the other way; the % refers to the polarisation; also: potency is read from the fitted curve at half-maximal effect
#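 Purified MLL-CXXC (added from a 7 uM solution) was preincubated 5 min at ambient with pinned compounds in 50 mM Tris-HCl pH 7.5, 50 mM NaCl, 1 mM DTT, 0.05% BSA. Fluorescein-labeled HOX-A9 DNA (50 nM solution) followed, 30 min, then polarization read.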
# AT treatment – potential ataxia-telangiectasia treatments restoring KAP-1 phosphorylation; […] A-T fibroblasts, KAP-1 phosphorylation AlphaLISA; neocarzinostatin DNA damage 30 min before lysis; Potency, µM (doses to about 57.5 µM), for the others: at the highest dose activation, most hits filed as activators; 0.19% of 320,000 active; AID 485349; also: potency is read from the fitted curve at half-maximal effect; % of control where 0% means no effect; nearly all actives have a fitted effect of over 45% in size
#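 ATM-like activity read as KAP-1 phosphorylation via AlphaLISA donor/acceptor antibody pairs after lysis and 6 hr at 25C. Cells were ATM-null patient fibroblasts ([…], hTERT), dosed 60 min, then exposed to the DSB inducer NCS for 30 min.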
# MBNL1-CUG inh – blocks human MBNL1 binding to CUG repeat RNA; TR-FRET MBNL1-His/biotin-(CUG)12 binding, 665/545 ratio; Potency, µM (highest dose often 57.5 µM), for the others: at the highest dose activity change, negative = inhibition, hits mostly inhibitors; 0.036% of 280,000 active; active = well fitted inhibition curve with a large enough effect in the signal ratio, with a control signal flat, not every such curve was filed as active; inconclusive = small, poorly fitted or top-dose-only effect, or effect the other way, or a change in a side signal; inactive = no such curve, though single readings can be large or run the other way; the % refers to the signal ratio; also: potency is read from the fitted curve at half-maximal effect; % is scaled to controls: 0 for no effect and ±100 for the full control effect
#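 Compound titration spanned 92 nM–58 uM against the MBNL1-His/biotin-(CUG)12 complex. After 60 min at room temperature with 5 nM streptavidin-XL665 and 0.055 ng/ul terbium anti-His, ratiometric 665/545 nm emission (Ex 340 nm) normalized to controls.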
# KCNH2 WT inh – inhibitors of human wildtype KCNH2 potassium channel | activity change, % at 1.84 µM | 0.37% of 340,000 active | U2OS, BacMam KCNH2, thallium flux FluxOr; active compounds read low;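 active = maximum activity change below -70%; inconclusive = maximum activity change between -70% and -50%; inactive = maximum activity change above -50%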; also: % is scaled to controls: 0 for no effect and ±100 for the full control effect
#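 U2OS cells were transduced with wild-type KCNH2 virus (2.03 x 10^8 / mL) for 4 h at room temperature, then cultured overnight at 37 C. Thallium flux was read with FluxOr dye. Rate constants were normalized to DMSO controls.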
# Coupling enz – counter-screen for Giardia aldolase inhibitors: coupling enzyme system; coupling enzyme system counterscreen, AmpLite Red fluorescence; activity change, negative = inhibition, % at 58.2 µM, hits read low; 0.67% of 290,000 active; AID 2472; in the data active = activity change below about -30%; also: % is scaled to controls: 0 for no effect and ±100 for the full control effect
#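 Activity here indicates interference with the coupling reaction, not aldolase inhibition. Compounds at 57.5 uM final met coupling enzymes for 10 min at RT; substrate and AmpLite Red detection followed, with a 525/598 nm fluorescence read after 20 min.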
# KCNH2 3.1 inh – KCNH2 3.1 (human) potassium channel inhibition; U2OS KCNH2 3.1, thallium flux FluxOr; active compounds read low; activity change, % (tested at about 1.8 µM); 0.95% of 340,000 active; AID 720553;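 active = maximum activity change below -70%; inconclusive = maximum activity change from -70% to -50%; inactive = maximum activity change above -50%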;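 also: thallium influx rate constant from kinetic fluorescence after stimulation buffer; % is scaled to controls: 0 for no effect and ±100 for the full control effect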
#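 We transduce U2OS cells with the mutant 3.1 virus, culture them overnight, load FluxOr with Red40 quencher for 45 min, then add stimulation buffer and read kinetically for 2 min to derive a normalized rate constant.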
# An asterisk follows results filed as active; i = inactive; ? = inconclusive; · = not tested or not shown; [ ] = remark or other dose. Unless noted, calls follow the shape of the dose curve; as a rule, active = well fitted curve in the direction sought with a large enough effect; inconclusive = small, poorly fitted or top-dose-only effect, or another doubt; inactive = no such curve, though single readings can be large; an effect the other way counts as inactive or inconclusive.
SMILES,GALK inhibitor,TRPV1 agonist,ASM inhibitor,Integrin act MD,MLL CXXC-DNA inh,AT treatment,MBNL1-CUG inh,KCNH2 WT inh,Coupling enz,KCNH2 3.1 inh
CCC1(CC)C(=O)C2=C3C1[C@H](C(=O)OC)C=C(C(=O)OC)C[C@H]3n1c(=O)n(C)c(=O)n1[C@H]2C (some centres not stated),·,·,4.9%,0.0%,·,·,·,-7.9,2.4,-2.1
CCCCC(=O)N=c1sc2cc([N+](=O)[O-])ccc2n1C,-0.4%,-0.3,-0.5%,-28.4%,-3.1%,1.7%,14.2%,1.9,2.3,-0.8
Cc1ccc2oc(=O)c3cnn(CC(=O)N(Cc4ccco4)C4CCCCC4)c3c2c1,1.3%,0.5,-11.7%,-15.1%,2.1%,9.7%,2.8%,-4.8,5.2,-4.6
COc1cc(C(=O)NC2CC3CCCC(C2)N3CC(=O)Nc2ccccc2)cc(OC)c1OC (configuration not stated),-3.0%,1.2,3.5%,-14.6%,-3.3%,7.2%,8.6%,-9.4,4.3,-2.6
CCOc1ccccc1NC(=O)c1ccc2ccccc2c1,2.6%,22.8,-1.6%,-21.6%,-4.0%,9.4%,2.1%,-3.2,-0.3,-0.2
Cc1c(NC(=S)Nc2ccccc2)c(=O)n(-c2ccccc2)n1C,-1.3%,-3.8,3.1%,-9.3%,4.4%,-12.8%,4.5%,-0.6,-0.8,3.7
CC(NC(=O)CSc1nnnn1C1CC1)c1ccccc1Br (configuration not stated),·,·,2.8%,-29.0%,·,5.0%,·,2.6,·,-36.1
Cc1cc(NC(=O)COC(=O)c2c(Cl)cccc2Cl)no1,·,4.4,-0.9%,-5.7%,·,31.9%,·,-12.3,·,13.4
CCCNC(=S)NNC(=O)c1cc(-c2cccnc2)nc2ccccc12,-1.0%,1.9,-1.0%,-16.9%,3.0%,-2.3%,16.9%,-16.4,·,6.5
CC1CN(C(=O)COC(=O)[C@@H](NC(=O)c2ccccc2Cl)C(C)C)CC(C)O1 (some centres not stated),·,·,-4.2%,-1.4%,·,3.5%,·,-3.5,·,-2.5
CCOC(=O)C1CCN(C(=O)c2cccc(C(=O)N3CCC(C(=O)OCC)CC3)c2)CC1,5.4%,-5.1,7.0%,5.1%,-4.1%,4.7%,-1.9%,3.2,3.2,6.7
O=C(OCc1nnc(-c2ccccc2)o1)c1cccnc1Cl,7.7%,9.9,-0.4%,13.0%,-1.9%,-1.1%,-2.3%,-7.7,-0.9,3.7

# Some of these compounds in order of the ASM inhibitor value, low to high:
Compound | ASM inhibitor
CCOc1ccccc1NC(=O)c1ccc2ccccc2c1 | -1.6%
CCCNC(=S)NNC(=O)c1cc(-c2cccnc2)nc2ccccc12 | -1.0%
CC(NC(=O)CSc1nnnn1C1CC1)c1ccccc1Br (configuration not stated) | 2.8%

# (further entries)
SMILES,GALK inhibitor,TRPV1 agonist,ASM inhibitor,Integrin act MD,MLL CXXC-DNA inh,AT treatment,MBNL1-CUG inh,KCNH2 WT inh,Coupling enz,KCNH2 3.1 inh
O=C(NCCCN1CCOCC1)c1onc(CSc2ccc(F)c(F)c2)c1C(=O)NCCCN1CCOCC1,·,·,-1.1%,9.2%,·,·,·,6.2,·,-2.3
Cc1ccc(-c2nc(CS(=O)(=O)CC(=O)NCc3cccc(F)c3)c(C)o2)cc1,·,10.2,-13.9%,-28.8%,·,8.3%,9.6%,-26.3,1.4,16.2
CC(=O)c1ccc(NC(=O)C(C)Sc2nnc(-c3ccncc3)n2C2CC2)cc1 (configuration not stated),·,·,-0.1%,-1.0%,·,23.6%,·,3.4,·,-1.1
O=C(CCN1C(=O)C2CC=CCC2C1=O)Nc1cccc(Cl)c1 (configuration not stated),3.9%,2.7,-1.4%,-21.0%,7.4%,4.9%,-1.1%,0.9,·,10.0
O=c1c2ccccc2nc(-c2ccccc2)n1Cc1ccco1,8.7%,1.6,-1.5%,0.9%,6.4%,10.9%,4.4%,-22.9,11.4,6.7
CCc1cc(=O)oc2c(CNCc3c(F)cccc3Cl)c(O)ccc12,·,21.2,i,-26.1%,-17.8%,8.6%,11.0%,12.9,0.5,0.2
NC(=O)CC(NC(=O)Cc1ccc(Cl)cc1)c1ccc(NC2CCCCCC2)c([N+](=O)[O-])c1 (configuration not stated),·,-2.1,-4.4%,-12.0%,-14.7%,-5.1%,7.1%,-12.3,-0.3,-0.3
COc1ccc(S(=O)(=O)n2nc(OC(=O)C3CCCCC3)cc2N)cc1,-0.4%,2.2,-2.8%,-7.2%,280.0%[activator],0.7%,-12.1%,4.8,-0.2,-9.4
C/C(Cc1ccccc1)=N\NC(=O)CNC(=O)COc1ccccc1,-4.2%,1.4,-4.9%,10.7%,-9.5%,1.3%,-9.7%,2.4,-1.0,-0.3
Oc1ccc(Br)cc1-c1nc2cnccn2c1NC1CCCCC1,-3.0%,2.9,-15.9%,14.2%,-25.7%,6.5%,5.5%,1.3,0.0,0.0
COc1cnn(-c2ccccc2)c(=O)c1SCc1ccc(Cl)cc1Cl,-1.6%,3.0,-5.9%,13.3%,0.3%,-3.8%,7.1%,8.9,-0.5,-16.9
O=[N+]([O-])c1ccc(Oc2cccc(C(F)(F)F)c2)nc1,-1.7%,3.2,-1.9%,3.6%,-8.2%,3.5%,?,0.5,-4.0,3.1
Cc1cc(C)c(S(=O)(=O)N2CCOC2CNC(=O)C(=O)NCc2ccco2)c(C)c1 (configuration not stated),·,-3.5,-0.6%,8.4%,5.4%,13.3%,7.4%,6.9,-1.6,5.0
CCCn1nnc(NC(=O)c2sc3ccccc3c2Cl)n1,-4.4%,29.7,0.8%,-15.9%,3.5%,-1.1%,28.5%,-23.6,2.6,-16.0
CCN(CC)S(=O)(=O)c1ccc(NC(=S)NC(=O)C(C)C)cc1,-2.1%,29.0,-2.3%,-20.6%,-6.3%,0.4%,·,-12.6,2.0,12.5
O=C(C1CCC(CNS(=O)(=O)c2cccc3nsnc23)CC1)N1CCN(c2ccccn2)CC1 (configuration not stated),0.5%,3.3,2.1%,0.0%,9.9%,0.6%,?,-4.4,-0.2,7.1
CCOC(=O)C1=C(C)N=c2s/c(=C3/C(=O)Nc4ccccc43)c(=O)n2C1c1ccc(C)cc1 (configuration not stated),0.6%,-1.3,-1.4%,-11.5%,-0.7%,-5.9%,3.4%,-7.1,-1.0,-7.4
COc1ccc(CCC(=O)O)c(O)c1,2.2%,0.4,2.7%,3.3%,7.6%,-2.7%,-10.0%,-17.6,3.7,-0.4
O=C(NCc1cccnc1)NC(C(F)(F)F)C(F)(F)F,2.5%,6.2,-2.3%,3.5%,0.9%,7.1%,0.7%,3.1,1.9,-4.6
S=C(Cc1cccnc1)N1CCOCC1,0.2%,-2.3,5.4%,-30.1%,-2.0%,-4.2%,10.6%,0.9,3.5,1.4
COC(=O)c1ccc(CSC(=N)N)o1,-0.6%,-0.7,7.3%,-15.3%,2.1%,0.6%,-1.6%,6.9,1.7,-5.3
CN(C)CCOc1cccc(Cl)c1,1.4%,-0.8,1.6%,-6.9%,-3.1%,6.0%,-11.7%,3.9,0.8,6.1
Cc1ccc(C23CC4CC(CC(CC(=O)N5CCOCC5)(C4)C2)C3)cc1,-1.0%,?,-7.3%,7.6%,-2.3%,-3.4%,-11.1%,-11.9,4.7,-24.2
COc1cccc(CC2(CO)CCCN(Cc3cnn(-c4ccccc4)c3)C2)c1 (configuration not stated),3.1%,14.6,-3.0%,-27.5%,2.0%,-2.1%,-8.0%,36.6,0.4,-20.9
COc1cc(C2NC(=O)NC(C)=C2C(=O)OCc2ccc(C)cc2)cc(OC)c1OC (configuration not stated),-8.6%,-7.5,0.4%,-26.2%,2.6%,10.8%,-0.8%,2.6,0.6,2.5
CCOC(=O)c1oc2nc(CC(C)C)c3c(c2c1N)CCC3,-1.2%,?,267.5%[activator],-45.1%[inhibitor],-1.6%,0.3%,11.8%,0.3,-1.4,-2.1
CCCn1cc(NC(=O)C2CC(c3cccc(Br)c3)=NO2)cn1 (configuration not stated),-1.0%,3.5,-1.2%,-20.8%,-0.5%,-3.0%,12.9%,11.5,-1.1,7.9
Cc1ccc(C2C=C(c3ccccc3OC(F)F)Nc3ncnn32)cc1 (configuration not stated),-1.5%,29.5,180.6%[activator],-19.8%,-6.7%,0.9%,20.5%,6.5,5.3,-7.7
O=C(CN1CCN(c2ccc(F)cc2)CC1)Nc1ccc(-n2cnnn2)cc1,1.0%,-3.0,4.0%,-18.4%,-0.5%,-2.3%,-1.6%,3.0,4.2,-11.8
COc1cccc(CNC(=O)CCn2c(=O)c3cccn3c3cccnc32)c1,7.5%,6.4,3.6%,23.2%,14.9%,4.7%,-2.4%,3.1,5.0,-13.4
